Akt phos inh – Akt phosphorylation inhibition. Neuro2A IGF-stimulated pAkt S473 HTRF, 20 min; active compounds read low. activity change, % for hits at 50 µM. 360,000 tested, 0.32% active; in the data active = activity change below about -80%; inconclusive = mostly about -51% to -80%; note: % is set by controls: 0 for no effect and ±100 for the full control effect
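Single-point screen (50 µM final compound) in Neuro2A cells stimulated 20 min with 6 nM IGF at 37 deg C. After lysis, Ser473-phosphorylated Akt read by HTRF (ex 330 nm, em 615/665 nm) as the 665/615 ratio.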
GLP1R inv ag – acts as inverse agonist at human GLP-1 receptor; HEK293 GLP-1R CRE-luciferase, luminescence, 24 h; GLP-1R form is constitutively active; Potency, µM (doses to about 38.3 µM), for the others: top-dose activity change, negative = inhibition, hits mostly inhibitors; 410,000 tested, 1.6% active; note: potency is the fitted concentration of half-maximal effect; % is set by controls: 0 for no effect and ±100 for the full control effect; nearly all actives have a fitted effect of over 55% in size
Target sequence (P43220 whole entry, looked up): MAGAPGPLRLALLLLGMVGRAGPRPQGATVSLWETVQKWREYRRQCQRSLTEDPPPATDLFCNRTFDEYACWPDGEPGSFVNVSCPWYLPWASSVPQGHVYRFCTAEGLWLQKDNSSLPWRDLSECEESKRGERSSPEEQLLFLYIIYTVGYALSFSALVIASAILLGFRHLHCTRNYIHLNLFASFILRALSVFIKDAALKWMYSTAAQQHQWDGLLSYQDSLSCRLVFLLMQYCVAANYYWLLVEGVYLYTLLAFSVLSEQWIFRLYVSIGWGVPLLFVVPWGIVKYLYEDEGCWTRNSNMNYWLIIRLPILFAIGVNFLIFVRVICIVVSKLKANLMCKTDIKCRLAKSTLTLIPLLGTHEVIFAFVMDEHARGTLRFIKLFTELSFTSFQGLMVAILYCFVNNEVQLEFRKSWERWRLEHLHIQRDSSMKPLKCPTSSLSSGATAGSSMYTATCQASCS
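Assay principle: reduced luminescence from a cAMP-responsive reporter in HEK293 cells co-expressing a constitutively active GLP-1R. Conditions: 24 hr compound incubation, 37 deg C, 5% CO2.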
GLP-1R agonist – activates the human GLP-1 receptor. P43220. HEK293 GLP-1R CRE-luciferase, luminescence, 4-6 h; cells express a hypersensitive GLP-1R form. Potency, µM (series often up to 45.6 µM), without a hit: at the top dose activation, hits mostly activators. 380,000 tested, 0.007% active. AID 624172; note: potency is the fitted concentration of half-maximal effect; % of control where 0% means no effect
FUS yeast rescue – suppressors of FUS proteinopathy in yeast; S. cerevisiae FUS-expressing, growth rescue, OD600, 24 h; Potency, µM (titrated, usually from 76.6 µM), without a hit: top-dose growth rescue (activation), actives largely listed as activators; 390,000 tested, 0.24% active; AID 1347120;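 note: potency is the fitted concentration of half-maximal effect; plate controls were DMSO vehicle for no effect and reference control for full effect; nearly all actives have a fitted effect of over 55% in size; some results filed as inactive show a strong effect at the top dose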
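S. cerevisiae expressing FUS from galactose induction served as the toxicity model. Growth after 24hr at 30C, read as absorbance at 600 nm, indicates suppression of toxicity; compounds dosed at several concentrations.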
Abeta yeast res – compounds reversing amyloid beta toxicity in yeast; yeast expressing A-beta42, growth rescue, OD600, 48 h; response scale: 0% DMSO, 100% iron-clioquinol control; Potency, µM (highest dose often 46.1 µM), without a hit: at the highest dose growth rescue, usual class: activators; 410,000 tested, 0.063% active; AID 1347071; note: potency is the fitted concentration of half-maximal effect; nearly all actives have a fitted effect of over 55% in size
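Yeast A-beta toxicity model in growth medium with pinned compounds, 48 h at 30 C; growth read as absorbance at 600 nm. Normalized to FeCl3/clioquinol equimolar mix (positive) and DMSO (negative).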
aSyn rescue – rescues yeast growth from alpha-synuclein toxicity; Potency, µM (doses to about 46.1 µM), for the others: at the highest dose growth rescue (activation), hits mostly activators; AID 652106; Yeast expressing alpha-synuclein, growth rescue, BacTiter-Glo, 24 h; 370,000 tested, 0.14% active; note: potency is the fitted concentration of half-maximal effect; % of control where 0% means no effect; nearly all actives have a fitted effect of over 65% in size
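Rescue of yeast growth: cells expressing toxic alpha-synuclein, induced in galactose at OD600 0.02, incubated with compound 24 h at 30 C. ATP luminescence quantified growth; inhibitors of toxicity appear as activators.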
D3 antag – D3 dopamine receptor (human) antagonism | D3R cells, DiscoveRx beta-arrestin luminescence, antagonist mode; active compounds read low | max response, negative = inhibition, % | 360,000 tested, 2.5% active | P35462; in the data active = max response below about -50%; inconclusive = no clear call, values can overlap the other calls; note: % is set by controls: 0 for no effect and ±100 for the full control effect; mostly tested at two doses, the higher about 12 µM
Target sequence (P35462 whole entry, looked up): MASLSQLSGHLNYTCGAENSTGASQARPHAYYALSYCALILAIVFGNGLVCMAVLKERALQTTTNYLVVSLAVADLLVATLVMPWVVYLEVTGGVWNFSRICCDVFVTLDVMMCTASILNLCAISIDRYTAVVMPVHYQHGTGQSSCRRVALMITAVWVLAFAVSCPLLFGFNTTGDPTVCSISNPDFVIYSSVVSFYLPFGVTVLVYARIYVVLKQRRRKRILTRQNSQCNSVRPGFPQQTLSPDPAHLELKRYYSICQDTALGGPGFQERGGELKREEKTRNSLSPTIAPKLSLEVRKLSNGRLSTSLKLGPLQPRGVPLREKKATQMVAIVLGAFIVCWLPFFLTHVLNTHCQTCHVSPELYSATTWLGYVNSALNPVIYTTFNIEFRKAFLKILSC
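Cells plated overnight at 1500 cells/well, then exposed to library compounds with dopamine controls for 90 minutes at 37 degrees C. DiscoveRx reagent added for 30–60 minutes at room temperature; luminescence read, quantitative HTS format.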
PTHR1 ag – PTHR1 (human) receptor agonism; Q03431; HEK293 GP2 PTHR1 cells, GloSensor cAMP luminescence, 1 h; Potency, µM (top dose mostly 115 µM), for the others: at the highest dose activation, most hits filed as activators; 410,000 tested, 0.075% active; note: potency is the fitted concentration of half-maximal effect; nearly all actives have a fitted effect of over 55% in size; some results filed as inactive show a strong effect at the top dose; inactives centre near -15; many of its hits are not listed in these tables
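HEK-293-derived GP2 cells expressing PTHR1 and a GloSensor cAMP reporter, 3,000/well, plated overnight, given luciferin plus IBMX (each 0.5 mM as added) for 1 h at 37 °C, then compound for 1 h at 37 °C. Luminescence was read after 15 min at room temperature.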
TDP-43 yeast inh – inhibitors of TDP-43 toxicity in yeast. TDP-43 expressing yeast growth rescue, BacTiter-Glo, 24 h. Potency, µM (top dose mostly 46.1 µM), for the others: at the highest dose growth rescue (activation), actives largely listed as activators. 410,000 tested, 1.8% active. AID 652104; note: potency is the fitted concentration of half-maximal effect; % of control where 0% means no effect; nearly all actives have a fitted effect of over 50% in size
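Yeast cells expressing TDP-43 under galactose induction are exposed to compounds for 24 hr at 30 deg C. BacTiter-Glo luminescence measures growth, so protective compounds score as activators.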
* = called active by the depositor; i = inactive; ? = inconclusive; . = no result given; [ ] = dose if it differs, or a comment. Unless noted, calls come from the whole dose curve; as a rule, active = well fitted curve in the direction sought with a large enough effect; inconclusive = small, poorly fitted or top-dose-only effect, or another doubt; inactive = no such curve, though single readings can be large; an effect the other way counts as inactive or inconclusive. An excerpt, so the mix of outcomes need not match the whole.

SMILES	Akt phos inh	GLP1R inv ag	GLP-1R agonist	FUS yeast rescue	Abeta yeast res	aSyn rescue	D3 antag	PTHR1 ag	TDP-43 yeast inh
Cc1ccc(NC(=O)CN2C(=O)NC(C)(CC(C)C)C2=O)cc1F (stereo unspecified)	i	?	6%	15%	7%	-2%	-5	i	-9%
O=C(N/N=C/c1ccc(F)cc1)c1cc(-c2ccccn2)nc2ccccc12	i	19%	-8%	9%	-15%	3%	2	-16%	20%
COc1ccc2nc3sc(C(=O)NCCc4ccc(Cl)cc4)cc3cc2c1	.	10%	1%	-19%	-16%	.	.	i	1%
CC(C)(/C=N/O)/[N+]([O-])=C/c1ccco1	i	4%	-9%	-8%	24%	0%	0	-22%[57.5 µM]	-4%
COc1ccc(C)cc1NC(=O)Nc1cccc(-c2noc(C)n2)c1	.	?	-1%	-13%	2%	-7%	.	-3%	?
Cn1ccc2c(-c3ccc(CO)cc3)cc3c(c21)C1CCC3C1 (stereo unspecified)	i	-3%	-7%	?	-13%	14%	-65*	-32%[inhibitor]	35µM*
CCN1C[C@@H]2[C@@H]3C(=O)N(Cc4ccccc4)C(=O)[C@@H]3[C@](C)(C1=O)N2C(=O)c1ccc(Cl)cc1	i	-4%	6%	13%	5%	-1%	7	i	7%
CCCn1c(SCC(=O)N2CCN(c3ccccc3)CC2)nc2ccccc2c1=O	i	12%	-5%	?	0%	2%	16	-14%	0%
CCCSc1nc2sc3c(c2c(=O)[nH]1)CCN(Cc1ccccc1)C3	i	-24%	-4%	17%	4%	0%	0	i	-5%
O=C(Nc1nnc(C2CC2)s1)c1cc(S(=O)(=O)N2CCCCC2)ccc1N1CCOCC1	i	12%	7%	?	13%	0%	0	i	9%
COc1ccc2nc(Nc3nc(C)c(CCC(C)C)c(=O)[nH]3)nc(C)c2c1	i	0%	19%	10%	-12%	4%	-11	i	-15%
C/C(=N/NC(=O)c1ccc2c(c1)OCO2)c1ccc(Br)s1	i	-12%	5%	3%	3%	-7%	0	i	18%
O=C1NC(=Nc2cccc(Cl)c2)SC1Cc1cccc(Cl)c1Cl (stereo unspecified)	i	?	0%	-7%	12%	2%	10	-31%[inhibitor]	-12%
COc1ccccc1NC(=O)Nc1cccc(C)n1	i	63%[activator]	5%	-3%	-15%	14%	3	-40%[inhibitor]	8%
C/C(CC(=O)NCc1ccc(Cl)cc1)=N\NC(=O)COc1ccc(C)cc1Br	i	?	19%	21%	-9%	-3%	-27	-71%	-1%
CCOC(=O)NC(=O)/C(C#N)=C(/C)N(C)C	i	5%	2%	0%	-3%	2%	-20	i	-3%
O=C(O)C1CCC(C(=O)O)O1 (stereo unspecified)	i	8%	5%	-17%	0%	0%	-21	i	-7%
COc1ccc(C(CCNCc2ccc(F)cc2)c2ccc(F)cc2)cc1 (stereo unspecified)	i	?	-29%	.	?	-8%	-12	-27%	-10%
O=C(NCCO)c1cc(-c2cc(C(=O)NCCO)c3ccccc3n2)nc2ccccc12	i	-1%	2%	19%	-12%	-7%	-22	i	-13%
O=C(Cc1cccc(C(F)(F)F)c1)N1CCCC1	i	0%	4%	14%	3%	-4%	-4	-9%	-5%
O=C(NCc1cc(C(F)(F)F)cc(C(F)(F)F)c1)C1CC(c2c(Cl)cccc2Cl)=NO1 (stereo unspecified)	i	?	13%	-5%	3%	3%	0	-28%	10%
CC(C)c1ccc(S(=O)(=O)N2CCN(CC(=O)Nc3ccccc3C(F)(F)F)CC2)cc1	.	6%	.	15%	0%	.	.	-48%[inhibitor]	-7%
CN1CCN(c2nc3c(c(=O)n(C)c(=O)n3C)n2CCSc2nnnn2-c2ccccc2)CC1	i	8%	14%	13%	-3%	-5%	-17	i	-31%[inhibitor]
O=C(NCc1noc2ccccc12)Nc1ccc(F)cc1F	.	-22%	.	-48%[inhibitor]	-15%	.	.	-15%	-26%[9.22 µM]
CC(C)c1nc(Cl)c(C#N)c2c1CSC(C)(C)C2	i	?	15%	-25%	?	-4%	5	-15%	21%
COc1cc(C2C(C(C)=O)=C(O)C(=O)N2Cc2ccccc2)ccc1O (stereo unspecified)	i	1%	-6%	-10%	4%	1%	5	i	5%
O=C(CN1C(=O)NC2(CCCC2)C1=O)NNC(=O)c1ccc(Cl)cc1	i	2%	-3%	-7%	-9%	3%	4	i	13%
CCCOc1ccc(C(CC(=O)O)NC(=O)C(c2ccccc2)c2ccccc2)cc1 (stereo unspecified)	i	-11%	-3%	.	-12%	-3%	-29	i	-8%
CN(C)c1ccc(NC(=O)COC(=O)c2cc(Cl)ccc2[N+](=O)[O-])cc1	i	0%	7%	41%	-1%	10%	0	1%	5%
CC1CN(c2oc(-c3ccccc3Cl)nc2C#N)CC(C)O1 (stereo unspecified)	i	17%	2%	-10%	-7%	1%	10	i	12%
CCCC(=O)N1CCC1(C)C(=O)Nc1ccc2nc(C)ccc2c1 (stereo unspecified)	i	13%	-6%	-9%	-15%	13%	-14	-17%	?
O=C(Nc1ccccc1C(F)(F)F)N1CCOc2ccc(Cl)cc21	.	9%	.	-12%	2%	.	.	-18%	15%
COC(=O)c1sc(=S)n(-c2ccccc2)c1N	i	1%	-11%	2%	0%	-1%	-11	-9%[57.5 µM]	4%
COC1=CC(=O)OC(c2ccc(OC)cc2)C1 (stereo unspecified)	i	15%	2%	1%	-16%	2%	0	i	4%
COc1ccccc1NC(=O)Oc1ccc(NC(=O)c2ccco2)cc1	i	1%	-4%	27%	2%	2%	10	-9%[57.5 µM]	26%
CC1(C(=O)NS(=O)(=O)c2ccccc2C(F)(F)F)CCN1C(=O)c1cccc(F)c1 (stereo unspecified)	i	3%	-3%	-5%	-9%	1%	0	-4%	32%
COC(=O)c1c(C)oc2c1cc(NS(=O)(=O)c1ccc(C(=O)O)cc1)c1ccccc12	i	-3%	-3%	8%	-15%	-5%	-5	-4%	16%
CC1CCN(C(=O)CN2C(=O)C(=O)N(C)C2=O)c2ccccc2S1 (stereo unspecified)	i	-2%	-4%	-4%	20%	-1%	-5	-2%	5%
CCc1nc2ccccc2n(CCOCCOCCn2c(=O)c(CC)nc3ccccc32)c1=O	i	8%	7%	-1%	12%	10%	47	i	8%
Cn1cccc1/C=N\NC(=O)Cc1ccc(Br)c2ccccc12	i	?	3%	-2%	-13%	3%	-2	-39%[inhibitor]	4%

Three compounds out of the list above, sorted by their value in GLP1R inv ag, largest number first:
| canonical_smiles | Akt phos inh | GLP1R inv ag | GLP-1R agonist | D3 antag | PTHR1 ag |
| --- | --- | --- | --- | --- | --- |
| CCCn1c(SCC(=O)N2CCN(c3ccccc3)CC2)nc2ccccc2c1=O | i | 12% | -5% | 16 | -14% |
| COC(=O)c1sc(=S)n(-c2ccccc2)c1N | i | 1% | -11% | -11 | -9%[57.5 µM] |
| O=C(NCc1noc2ccccc12)Nc1ccc(F)cc1F | . | -22% | . | . | -15% |

Additional records follow.
SMILES	Akt phos inh	GLP1R inv ag	GLP-1R agonist	FUS yeast rescue	Abeta yeast res	aSyn rescue	D3 antag	PTHR1 ag	TDP-43 yeast inh
CC(=O)Nc1nonc1-c1nnc(SCC(=O)Nc2cc(Cl)ccc2C)n1C	.	12%	.	-1%	-1%	.	.	-46%[inhibitor]	-9%[9.22 µM]
Cc1ccc(O)c(N=Nc2nccs2)c1	i	7.1µM*	1%	-17%	-82%[inhibitor]	-19%	?	-15%	-52%[inhibitor]
CC(=O)c1ccc(NC(=O)C2CCCN2S(=O)(=O)c2ccc(C)cc2)cc1 (stereo unspecified)	i	0%	15%	-8%	2%	-21%	0	-16%	12%
CSC1=NSC2=NC(=O)/C(=C\c3ccc(OC(=O)c4ccco4)cc3)C(=N)N12	i	13%	-5%	?	5%	-5%	-8	-48%[inhibitor]	-19%
COc1ccc(C(=O)N2CCCC(CO)(Cc3ccccc3C)C2)o1 (stereo unspecified)	i	4%	4%	.	-11%	-2%	-24	-26%	22%
COC(=O)c1ccc(N2C(=O)c3cc(N4CCOCC4)c([N+](=O)[O-])cc3C2=O)cc1	i	0%	8%	-8%	-13%	-9%	-1	23%	-8%
CCOC(=O)c1c(NC(=O)C2CC(Cl)=CCC2C(=O)O)sc2c1CC(C)(C)OC2 (stereo unspecified)	i	-22%	6%	31%	-7%	5%	12	2%	-12%
O=C(CSc1ccccn1)N1CCCC(Nc2ccc(F)c(F)c2)C1 (stereo unspecified)	i	-28%	7%	.	-7%	0%	-19	-3%	-3%
Cc1ccc(-c2csc(N(CC3CCCO3)C(=O)c3ccco3)n2)cc1 (stereo unspecified)	i	?	17%	?	9%	-1%	48	-47%[inhibitor]	22%
COc1ccc(C2(C(=O)N3CCOCC3)CCOCC2)cc1OC	i	11%	6%	15%	6%	4%	26	-20%[57.5 µM]	1%
COc1ccc(CC(=O)Nc2nc(-c3ccncc3)cs2)cc1	i	2%	-1%	30%	-22%	-4%	2	i	-9%
CC1Cc2ccccc2N1C(=O)CN1C(=O)COc2ccccc21 (stereo unspecified)	i	-12%	-3%	9%	11%	?	-16	-13%	?
CCOc1ccc(C(c2c(O)cc(C)n(CCOC)c2=O)N2CCN(c3ccccc3)CC2)cc1 (stereo unspecified)	.	13%	.	2%	-6%	.	.	-25%	25%
O=C(CCS(=O)(=O)c1ccc(F)cc1)N1CCOCC1	i	12%	0%	-6%	-17%	2%	6	i	-9%
Cc1nn(Cc2ccccc2)c(C)c1NC(=O)Cn1nc([N+](=O)[O-])c(Cl)c1C	i	-30%	-1%	10%	27%	-1%	17	-46%[inhibitor][57.5 µM]	-10%
O=C(CCS(=O)(=O)c1ccc(Br)s1)Nc1ccccc1Br	i	4%	8%	-12%	-9%	14%	-27	0%	4%
Cc1cc(C)c(Cn2c3ccccc3c3cnn(CC(=O)NCc4cccs4)c(=O)c32)c(C)c1	.	7%	.	-8%	9%	.	.	i	0%[9.22 µM]

Compound activity: PubChem BioAssay, National Center for Advancing Translational Sciences (NCATS)
